High-throughput results: PubChem, several laboratories
zfTRPN1 agonist: agonists of zebrafish TRPN1 channel | HEK293 zebrafish TRPN1-YFP, Fluo-8 calcium fluorescence; 100% = response to 87 µM carbachol | activation, % at 3 µM | 0.18% of 220,000 active | AID 1424;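 active = activation above its plate's cutoff, the mean activation of test wells on that plate plus 3 SD, cut at about 19% in these data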;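 note: 0% = DMSO alone and 100% = 87 µM carbachol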
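Material – zebrafish TRPN1-YFP in HEK293 cells · Doses – 3 µM single point · Schedule – dye 1 h 37 °C plus 30 min RT · Signal – Fluo-8 calcium fluorescence, excitation 470-495 nm, emission 515-575 nm · Read-out – % activation versus carbachol response · Control set – carbachol high, DMSO low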
Calpain2 inh: inhibitors of pig calpain II | 0.37% of 220,000 active | inhibition, % at 16 µM | purified calpain II, fluorogenic peptide substrate, 30 min | AID 1236;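 active = inhibition above about 50%, limit read from the data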
Furin inhibitor: human furin inhibition; 0.061% of 220,000 active; AID 463115; inhibition, % at 30 µM; purified furin, fluorogenic substrate cleavage; P09958; in the data active = inhibition above about 25%; note: inactives centre near -15
Target sequence (P09958 108-714 limits assumed): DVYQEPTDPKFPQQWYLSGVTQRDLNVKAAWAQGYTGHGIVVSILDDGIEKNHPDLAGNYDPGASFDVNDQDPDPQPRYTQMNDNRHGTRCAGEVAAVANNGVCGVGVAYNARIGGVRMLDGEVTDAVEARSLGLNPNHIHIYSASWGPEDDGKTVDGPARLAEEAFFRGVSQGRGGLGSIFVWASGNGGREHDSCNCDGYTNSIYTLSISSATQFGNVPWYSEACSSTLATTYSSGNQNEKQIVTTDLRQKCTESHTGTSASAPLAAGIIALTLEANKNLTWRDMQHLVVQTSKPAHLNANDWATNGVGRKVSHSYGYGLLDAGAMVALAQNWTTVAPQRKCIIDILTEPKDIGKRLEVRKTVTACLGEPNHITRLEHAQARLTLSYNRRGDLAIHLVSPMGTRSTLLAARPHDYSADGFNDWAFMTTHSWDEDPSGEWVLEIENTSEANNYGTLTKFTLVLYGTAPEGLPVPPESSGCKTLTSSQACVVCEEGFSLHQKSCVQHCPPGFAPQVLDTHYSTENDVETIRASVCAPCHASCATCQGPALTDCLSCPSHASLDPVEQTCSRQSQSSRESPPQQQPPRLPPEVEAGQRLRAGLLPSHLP
Tb hexokinase: blocks Trypanosoma brucei hexokinase 1 activity | inhibition, % at 10 µM | 0.11% of 220,000 active | recombinant TbHK1, G6PDH-coupled NADH A340 | AID 1430;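 active = inhibition of 50% or more in the single-dose primary screen; inactive = inhibition below 50%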
PPC-1+TRAIL kill: PPC-1 cancer cell killing with TRAIL present | PPC-1 cells + TRAIL, ATPLite viability luminescence | cell killing (% activity), % at 4 µM | 0.41% of 220,000 active;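 active = cell killing above 50% in the first pass at 4 µM, then a duplicate retest at 5 µM averaging 50% or more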;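 note: plate controls were cells with TRAIL plus DMSO for no effect and medium-only wells lacking cells for full effect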
KCC2 mod: modulates chloride dependent transport by human KCC2; Q9H2X9; B-score of Tl+ flux slope (higher = more flux/activation; lower = inhibition) at 10 µM; KCC2 cells, thallium flux FluoZin-2 fluorescence; 2.2% of 190,000 active;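 active = thallium flux slope and its plate-corrected score both differing from the plate sample mean at a set confidence after two filtering rounds, in either direction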;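 note: slope of fluorescence scaled to starting intensity during 10 to 20 s after thallium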
TRPML3 ag: activates the human TRPML3 channel; Q8TDD5; HEK293 TRPML3-YFP, Fluo-8 calcium fluorescence; 100% = the carbachol control signal; activation, % at 3 µM; 0.29% of 220,000 active; AID 1448;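 active = activation above its plate's cutoff, the mean activation of the plate's test wells plus 3 SD, cut at about 12% in these data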;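 note: 0% = DMSO only wells and 100% = carbachol wells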
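Test system: TRPML3-YFP stable HEK293 cells. Doses: single point at 3 µM. Incubation: dye loading 1 h 37 °C then 30 min ambient, 125 s read. Signal: Fluo-8 calcium dye fluorescence, ex 470-495, em 515-575 nm. Measure: percent activation from peak-to-basal fluorescence ratio, scaled between DMSO and carbachol.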
thrombin 1536: blocks human thrombin protease activity | P00734 | alpha-thrombin, Boc-VPR-AMC fluorogenic substrate cleavage | inhibition, % at 5 µM | 0.26% of 220,000 active;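 active = inhibition at or above 40%; inactive = inhibition below 40%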;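 note: 0% = enzyme with no compound and 100% = wells without enzyme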
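System – human alpha-thrombin · Medium – pH 7.5 Tris (50 mM) with NaCl 150 mM, Tween 20 0.05% · Compound – single-point dosing at 5 µM, 0.2% DMSO · Incubation – enzyme reaction carried out at room temperature · Technique – fluorescence of released AMC, ex 355 nm, em 460 nm · Read-out basis – % inhibition of thrombin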
EBV gp42 block: blocks Epstein-Barr virus glycoprotein 42 binding. Q1HVG2. Fluorescence polarization binding assay, mP read-out. inhibition, % (tested at 21.74 µM). 0.42% of 220,000 active. AID 1085; in the data active = inhibition above about 50%
Target sequence (Q1HVG2 whole entry, looked up): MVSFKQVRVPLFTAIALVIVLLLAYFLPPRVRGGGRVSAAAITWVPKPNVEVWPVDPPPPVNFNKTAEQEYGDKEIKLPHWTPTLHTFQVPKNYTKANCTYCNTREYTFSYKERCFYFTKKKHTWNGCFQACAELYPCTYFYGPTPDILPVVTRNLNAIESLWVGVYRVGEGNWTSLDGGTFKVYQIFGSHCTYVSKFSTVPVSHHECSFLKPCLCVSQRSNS
Starred values were filed as active, the others as inactive; . = not tested or not shown; [ ] = remark or other dose. Outcome played no part in choosing rows. Share with any hit: about 3.6%.

A first look (four entries):
SMILES | zfTRPN1 agonist | Calpain2 inh | Furin inhibitor | Tb hexokinase | PPC-1+TRAIL kill | KCC2 mod | TRPML3 ag | thrombin 1536 | EBV gp42 block
CC(=O)Nc1ccc(S(=O)(=O)N2CCCC2C(=O)Nc2ccc3c(c2)OCCO3)cc1 (stereo not drawn) | -1.0 | -9.8 | -21.6 | -1.0 | 3.8 | 0.26 | -0.3 | -9.1 | -5.1
COc1cccc(/C=C2\C(=O)C(=O)c3ccccc32)c1 | -0.4 | 20.5 | -24.5[20 µM] | 1.0 | -12.2 | -0.0041 | 0.0 | 2.2 | -14.5
Cn1c(=O)c2c(nc(CN3CCc4ccccc4C3)n2CC(=O)c2ccccc2)n(C)c1=O | 0.2 | . | -18.3[20 µM] | -4.0 | . | -1.8 | 0.2 | . | .
O=C(Nc1ccccc1N1CCCCC1)c1cnccn1 | -1.3 | 23.0 | -22.1 | 1.7 | 7.9 | -0.0389 | -0.2 | -1.2 | -9.7

Results (from the top)
SMILES | zfTRPN1 agonist | Calpain2 inh | Furin inhibitor | Tb hexokinase | PPC-1+TRAIL kill | KCC2 mod | TRPML3 ag | thrombin 1536 | EBV gp42 block
CC(=O)Nc1ccc(S(=O)(=O)N2CCCC2C(=O)Nc2ccc3c(c2)OCCO3)cc1 (stereo not drawn) | -1.0 | -9.8 | -21.6 | -1.0 | 3.8 | 0.26 | -0.3 | -9.1 | -5.1
COc1cccc(/C=C2\C(=O)C(=O)c3ccccc32)c1 | -0.4 | 20.5 | -24.5[20 µM] | 1.0 | -12.2 | -0.0041 | 0.0 | 2.2 | -14.5
Cn1c(=O)c2c(nc(CN3CCc4ccccc4C3)n2CC(=O)c2ccccc2)n(C)c1=O | 0.2 | . | -18.3[20 µM] | -4.0 | . | -1.8 | 0.2 | . | .
O=C(Nc1ccccc1N1CCCCC1)c1cnccn1 | -1.3 | 23.0 | -22.1 | 1.7 | 7.9 | -0.0389 | -0.2 | -1.2 | -9.7
CCCn1c(SCCc2ccccc2)nc2c1c(=O)[nH]c(=O)n2C | -0.4 | -10.7 | -16.7 | -2.9 | -14.9 | -1.92 | -0.2 | 4.2 | 115.0*
CCOc1ccc(NC(=O)CNC(=O)c2ccc(OC)c(OC)c2)cc1 | 1.5 | 5.3 | -9.4[20 µM] | -0.8 | 19.7 | 0.656 | 0.9 | 0.7 | -17.7
CCCCNc1ncnc2c1cnn2-c1ccccc1 | 0.4 | 3.8 | -12.3 | -3.9 | 8.9 | . | 0.1 | -0.4 | -27.9
CCNC(=S)N1CCc2cc(OC)c(OC)cc2C1COc1ccc(OC)cc1 (stereo not drawn) | 0.8 | -14.2 | -10.4 | -2.1 | 0.9 | -1.18 | 1.2 | -4.4 | 2.9
CCC(=O)N=C1SC2CS(=O)(=O)CC2N1c1cccc(OC)c1 (stereo not drawn) | -0.2 | 21.6 | -30.0 | -2.6 | 10.7 | 1.03 | 0.6 | 17.2 | 11.5
Oc1cccc(NC(=S)N=Nc2c(O)[nH]c3ccc(Br)cc23)c1 | -1.9 | 1.3 | -11.5 | 0.6 | 3.0 | 0.796 | -0.2 | -3.3 | -10.3
Cc1cccc2cc(C(c3nnnn3C(C)(C)C)N(Cc3ccco3)CC3CCCO3)c(=O)[nH]c12 (stereo not drawn) | -0.7 | -7.0 | 1.1[20 µM] | -6.0 | -10.9 | 0.154 | 0.8 | -16.4 | 13.5
COc1ccc(/C=N/NC(=O)c2ccc(CSc3nc(C)cc(C)n3)cc2)c(OC)c1OC | 1.0 | -40.2 | -19.1 | -18.7 | -1.6 | -0.00926 | 0.3 | -0.6 | -6.6
Cc1cc(=O)[nH]c(SCC(=O)N2c3ccccc3CC2C)n1 (stereo not drawn) | 0.3 | 18.5 | -4.8 | 2.7 | 0.6 | . | -0.8 | -6.1 | -3.9
NNC(=O)c1cc2ccccc2[nH]1 | -0.6 | -16.7 | -3.5 | -4.5 | -4.7 | -0.108 | -0.1 | -13.6 | -6.3
O=[N+]([O-])c1cn(Cc2ccccc2)cn1 | 0.0 | -10.6 | -1.5 | 5.0 | -10.1 | -0.0557 | 0.7 | -12.1 | -7.6
NS(=O)(=O)c1ccc(NNC(=O)c2ccccc2C(=O)O)cc1 | -0.9 | 9.3 | -19.5 | -9.3 | 20.9 | -0.437 | -0.2 | -0.9 | -26.8
O=C(CN1CCN(c2ccc(F)cc2)CC1)Nc1cccnc1Cl | 0.3 | -10.6 | -16.5 | -4.3 | -9.5 | -0.38 | 1.3 | 9.3 | -6.7
Cn1c(SCC(=O)N2CCCCC2)nc2cccnc21 | 0.0 | -4.6 | -9.9 | -0.2 | -12.9 | 0.787 | 1.1 | -0.2 | 2.8
Cc1[nH][nH]c(=O)c1C(c1ccc([N+](=O)[O-])cc1)c1c(C)[nH][nH]c1=O | 0.6 | 15.6 | -12.2 | -14.2 | 12.3 | -0.058 | 0.1 | -5.0 | -10.9
COc1ccc(C(=O)Nc2nc(-c3ccccc3)c(C(C)=O)s2)c(OC)c1 | 2.4 | -53.4 | -24.4 | -23.1 | 24.0 | 1.47 | 1.1 | -10.0 | -16.1
Cn1c(Cn2c(=O)sc3ccccc32)nnc1SCC(=O)NC1CCCC1 | 0.5 | 15.6 | -16.5 | -1.6 | -7.2 | 0.299 | 0.0 | 15.7 | -0.6
CC(/C=C/c1ccc(O)cc1)=N/O | -0.8 | -12.3 | -10.7[20 µM] | -10.1 | 7.3 | 1.78 | -0.5 | -9.8 | -7.3
COc1cc(C(=O)Nc2oc(-c3ccccc3)c(-c3ccccc3)c2C#N)cc(OC)c1OC | 0.0 | -91.9 | 3.0 | -3.3 | -22.7 | -1.34 | 0.4 | 0.1 | -8.9
O=C(COC(=O)CNC(=O)c1ccco1)Nc1ccc(Cl)cn1 | 0.2 | -10.3 | -10.6[20 µM] | -9.7 | 13.1 | 2.42 | 0.4 | 0.8 | -28.3
CN(Cc1cnn(C)c1)C(=O)c1cc(COc2c(F)cccc2F)on1 | 0.0 | -23.6 | -30.1 | -3.7 | 20.5 | . | 0.1 | -4.0 | -9.7
CC(=O)Nc1ccccc1O | 0.3 | -8.3 | -12.2 | -3.9 | 21.3 | 0.637 | 0.8 | -1.3 | -2.3
CCC(C)C(NC(N)=O)C(=O)Nc1ccc(OCc2ccccc2)cc1 (stereo not drawn) | 2.0 | -9.4 | -11.2 | -6.5 | 3.1 | -1.02 | -0.4 | -2.9 | 0.3
Cc1cc(C)c2c(c1)N[C@H](c1cccs1)[C@@H]1CCO[C@H]21 | -1.3 | -3.3 | -25.6 | -3.2 | 4.8 | 0.0358 | 0.5 | -2.5 | -11.4
Cc1cccc(C2CC3(CC(C)(C)NC(=S)N3)Oc3cc(O)ccc32)c1 (stereo not drawn) | -0.8 | -90.1 | -27.0 | 0.8 | . | . | 0.3 | -9.4 | 1.9
COc1ccc(N2CCN(Cc3nc4scc(-c5ccccc5)c4c(=O)[nH]3)CC2)cc1 | 0.0 | 15.6 | -3.5 | 23.2 | 12.8 | -0.598 | 1.1 | -13.5 | -23.6
O=C1c2nc3cc(-c4ccco4)[nH]n3c(=O)c2CN1Cc1ccccc1 | 1.4 | -335.9 | -18.1 | -19.5 | 30.9 | -1.87 | 0.0 | -4.9 | -6.2
O=C(Cn1nc(-c2ccccc2F)ccc1=O)Nc1ccc(S(=O)(=O)N2CCCCCC2)cc1 | 0.5 | 6.3 | -15.6 | -2.7 | 17.9 | 0.167 | 0.1 | -7.1 | 2.8
O=C(NCc1cccs1)C1CCN(S(=O)(=O)c2cccs2)CC1 | 1.6 | 4.2 | 10.3[20 µM] | -0.6 | 6.0 | . | 1.6 | 2.2 | -16.6
Clc1ccc(CON/C=N/c2ncnc3sccc23)cc1 | 0.4 | 15.1 | -16.2[20 µM] | 4.0 | 8.4 | . | -0.6 | 24.4 | -10.1
O=S(=O)(Nc1nc2ccccc2nc1NCc1ccco1)c1ccc(F)cc1 | 2.9 | -15.5 | -17.9 | -27.9 | -12.3 | -2.39 | -0.1 | -1.9 | -3.9
Cc1ccccc1Nc1cc(=O)oc2ccccc12 | 0.8 | -36.0 | -10.0[20 µM] | -8.5 | 8.6 | -0.879 | 0.5 | -2.7 | -12.0
CCCCN1C(=O)C(O)(CC(=O)c2ccccc2OC)c2ccccc21 (stereo not drawn) | 1.1 | 3.3 | -7.2 | -6.4 | 10.5 | 1.05 | -0.5 | 0.4 | -6.1
CCCN(CCC)C(=O)Nc1cc(Cl)ccc1OC | -3.6 | 20.4 | -10.8 | -7.0 | 6.1 | -1.04 | -0.9 | -13.6 | -3.0
CCn1cc(C(=O)OCC(=O)NCc2ccccc2Cl)c(=O)c2ccc(C)nc21 | -2.4 | 16.8 | -6.7 | -13.3 | 19.9 | -1.96 | -0.7 | 1.3 | -17.5
CC1=C(C(=O)Nc2ccccc2F)C(c2ccsc2)C2=C(CC(C)(C)CC2=O)N1 (stereo not drawn) | -0.5 | -154.2 | -28.7 | -9.4 | 5.6 | -1.19 | 0.5 | -5.1 | -20.2
COc1cccc(C(=O)Nc2cccc(-c3nnc(-c4ccco4)o3)c2)c1 | 5.7 | 56.0* | -4.7[20 µM] | -0.1 | 13.5 | . | 1.9 | 0.9 | -10.2
COc1ccc(C(=O)N2CCNC(=O)C2CC(=O)Nc2ccc(C)cc2)cc1 (stereo not drawn) | 0.6 | 13.5 | -23.3 | 4.5 | 9.8 | 0.512 | 1.4 | 1.7 | -3.8
CCOC(=O)c1nc2c(ccc3ccccc32)cc1C | -1.6 | -70.7 | -18.3 | -0.2 | 2.1 | -0.166 | -0.4 | -2.5 | -23.2
CS(=O)(=O)N1CCN(c2ccc(C(=O)NC3C4CC5CC(C4)CC3C5)cc2[N+](=O)[O-])CC1 (stereo not drawn) | 2.1 | -5.1 | -18.0 | -0.8 | 8.6 | 0.509 | 0.3 | -1.3 | 6.3
Cc1cc(C)nc(SCC(=O)NN)n1 | 0.7 | -25.4 | -22.5 | -7.5 | 20.2 | -0.102 | 1.3 | -14.9 | -25.6
CCOC(=O)Cc1nc(-c2ccccc2)n[nH]1 | 1.8 | -5.3 | -34.3 | 2.6 | -2.2 | 0.812 | 0.3 | -14.7 | -5.4
CCOc1ccc(C2NC(=O)NC(C)=C2C(=O)OC)cc1C (stereo not drawn) | 0.1 | -3.2 | -6.7[20 µM] | -2.0 | 21.5 | 0.154 | -0.1 | 2.5 | -6.1
O=[N+]([O-])c1ccc(NCc2ccccn2)nc1 | 0.4 | 14.4 | 3.7 | 11.0 | 23.3 | 0.493 | 1.4 | -0.7 | -0.3
O=C(COC(=O)/C=C/c1ccccc1)Nc1cc(C(F)(F)F)ccc1N1CCOCC1 | -0.4 | -10.3 | -9.8 | -5.8 | -8.4 | 0.968 | 0.8 | -15.4 | 5.0
Cc1ccc(-c2ccccc2NC(=O)C2C3C=CC(C3)C2C(=O)O)o1 (stereo not drawn) | 2.3 | -31.9 | -33.3 | 0.1 | 21.9 | -0.375 | -0.1 | 5.2 | -3.4
CCOC(=O)C1Cn2c(nc3c(c2=O)C(C)(C)Cc2ccccc2-3)S1 (stereo not drawn) | 0.7 | -157.2 | -10.8 | -2.3 | -0.5 | -1.81 | 0.3 | -19.7 | 0.6
